OX1R antag-1: OX1R (human) antagonism. O43613. OX1R-expressing cells, FRET antagonist read-out. inhibition, % at 6.6 µM. 330,000 tested, 1.8% active. AID 485270; in the data active means inhibition mostly above about 38%, no sharp cut-off; inactive means mostly below about 40%;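 further: 0% = agonist challenge alone and 100% = reference antagonist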
Target sequence (O43613 whole entry, looked up): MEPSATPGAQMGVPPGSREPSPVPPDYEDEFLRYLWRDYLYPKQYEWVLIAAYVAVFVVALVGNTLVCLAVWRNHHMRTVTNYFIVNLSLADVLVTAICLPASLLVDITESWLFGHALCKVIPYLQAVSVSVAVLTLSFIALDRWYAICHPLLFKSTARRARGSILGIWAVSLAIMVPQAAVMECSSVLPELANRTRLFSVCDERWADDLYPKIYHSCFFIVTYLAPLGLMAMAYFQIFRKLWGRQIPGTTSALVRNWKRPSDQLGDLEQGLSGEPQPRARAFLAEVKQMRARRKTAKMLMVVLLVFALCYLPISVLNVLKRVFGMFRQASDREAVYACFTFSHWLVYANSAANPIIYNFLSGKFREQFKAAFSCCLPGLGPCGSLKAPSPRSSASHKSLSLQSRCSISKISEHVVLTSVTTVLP
OX1R antag-2: human HCRTR1 antagonism | O43613 | CHO/OX1R cells, Fluo-8 calcium fluorescence, orexin A | inhibition, % at 5 µM | 330,000 tested, 0.43% active | AID 434989;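 active means inhibition above its plate's threshold, mean inhibition of all tested compounds on the plate plus 3 SD, cut at about 37% in these data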;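 further: 0% = orexin A challenge wells and 100% = SB-334867-A antagonist wells; not every result past the cut was called active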
* hit, by the source's call. Compounds as they come (roughly 2% active in at least one column).

The first 6 records (preview)
OX1R antag-1 | OX1R antag-2 | SMILES
11 | 1 | O=C(O)c1cccc(NCc2ccncc2)c1
5 | -10 | S=C(NCCCN1CCOCC1)N1CCN(c2nc(-c3ccccc3)cs2)CC1
9 | -3 | O=[N+]([O-])c1ccc(C(O)CN2CCOCC2)cc1 (configuration not stated)
14 | -27 | Cc1nnc(SCC(=O)NNC(=O)c2ccc(Cl)cc2)n1CC1CCCO1 (configuration not stated)
16 | -10 | CC12C(=O)N(c3cccc(OC(=O)c4ccco4)c3)C(=O)C1C1c3ccccc3C2c2ccccc21 (configuration not stated)
37 | -17 | CCSc1nc(N2CCOCC2)c2c(c1C#N)CCCC2

The list itself, from the start:
OX1R antag-1 | OX1R antag-2 | SMILES
11 | 1 | O=C(O)c1cccc(NCc2ccncc2)c1
5 | -10 | S=C(NCCCN1CCOCC1)N1CCN(c2nc(-c3ccccc3)cs2)CC1
9 | -3 | O=[N+]([O-])c1ccc(C(O)CN2CCOCC2)cc1 (configuration not stated)
14 | -27 | Cc1nnc(SCC(=O)NNC(=O)c2ccc(Cl)cc2)n1CC1CCCO1 (configuration not stated)
16 | -10 | CC12C(=O)N(c3cccc(OC(=O)c4ccco4)c3)C(=O)C1C1c3ccccc3C2c2ccccc21 (configuration not stated)
37 | -17 | CCSc1nc(N2CCOCC2)c2c(c1C#N)CCCC2
13 | -7 | Cc1ccc(Nc2nc(-c3ccc(O)cc3O)cs2)nc1
20 | -13 | Nc1nc(Nc2ccc(Cl)cc2)nc2ccccc12
-3 | -11 | COc1ccc(C(=O)N2CCN(c3ncccn3)CC2)cc1[N+](=O)[O-]
8 | -3 | NC(=O)c1cnn(Cc2ccc(Cl)cc2)c1N
2 | -5 | NC(=O)[C@@H]1[C@@H]2C(=O)N(c3ccc(F)cc3)C(=O)[C@@H]2[C@H]2C=Cc3ccccc3N21
19 | -30 | CCS(=O)(=O)c1ccc(-c2csc(-c3ccccc3)n2)c(Cl)c1Cl
14 | 11 | C/C(=N/NC(=O)c1ccc2c(c1)OCO2)c1cccc([N+](=O)[O-])c1
10 | -24 | CCc1cc(=O)oc2c3c(cc(OCC(=O)Nc4cccnc4)c12)OC(C)(C)CC3
5 | -15 | CCCc1nnc(SCC(=O)N2CCCCC2C)n1CCOC (configuration not stated)
24 | -19 | CC(=O)C1=C(NC(=O)c2ccccc2F)C[C@@H]2[C@H]1C2(C)C
0 | 0 | O=S(=O)(NCc1ccccc1)[C@@H]1CC2C=CC1C2 (some centres not stated)
27 | -8 | COc1ccccc1NC(=O)N1CCC(c2nc3cc(C)c(C)cc3[nH]2)CC1
6 | -18 | O=C(Cn1cnc2c(oc3ccccc32)c1=O)N1CCN(c2ccccc2)CC1
9 | -5 | O=c1c2c(-c3cccs3)csc2ncn1/N=C/c1ccccn1
49 | -10 | O=C(CNC(=O)C(c1ccccc1)c1ccccc1)N/N=C/c1ccc(O)c([N+](=O)[O-])c1
21 | -6 | CCOC(=O)C(=O)NNc1cccc(C)c1C
16 | -106 | CC(=O)OC[C@H]1O[C@@H](O/N=C/[C@@H](C)[C@H](OCc2ccccc2)C(C)C)[C@H](OC(C)=O)[C@@H](OC(C)=O)[C@@H]1OC(C)=O
9 | -3 | Cc1ccccc1NC(=O)c1sc(NC(=O)COc2ccccc2)c(C#N)c1C
4 | -1 | O=C(NCC(c1cccnc1)N1CCOCC1)c1cccs1 (configuration not stated)
16 | -20 | COc1ccc(/C=N/NC(=O)c2nc(-c3ccccc3)cc(-c3ccccc3)n2)cc1OC
27 | -20 | O=C(NC(=S)Nc1nc(-c2cccc([N+](=O)[O-])c2)cs1)c1ccccc1Cl
9 | 7 | Cc1ccc(-c2c(C)n([O-])c3c([n+]2=O)CCCCC3)o1
0 | -23 | COCCn1c(-c2ccc(F)cc2)nc2cccnc21
3 | -21 | S=C(NCC1CCCO1)Nc1cc(Cl)c(Cl)cc1Cl (configuration not stated)
16 | -16 | CCCCOC(=O)C1C2C=C[C@]3(CN(C(C)c4ccc(OC)cc4)C(=O)[C@H]13)O2 (some centres not stated)
17 | -4 | O=C1CC(c2ccccc2)Cc2nc(N3CCc4ccccc43)ncc21 (configuration not stated)
12 | -3 | CN1C(=O)/C(=C/c2ccc(C(=O)Nc3ccc(O)cc3C(=O)O)cc2)SC1=S
5 | -29 | Cc1cccc(CS(=O)(=O)Cc2ccc(C(=O)NCc3cccs3)o2)c1
8 | -14 | OCC1OC(n2cnc3c(NCCc4ccccc4)ncnc32)C(O)C1O (configuration not stated)
11 | 0 | CNc1c([N+](=O)[O-])cnn1-c1ccccc1F
3 | -18 | Cc1ccc(S(=O)(=O)N(C)C)cc1NC(=O)COC(=O)CCC(=O)c1cccs1
-5 | -23 | CCOC(=O)c1ccc(Nc2nc(N)c3cc(OC)c(OC)cc3n2)cc1
6 | -31 | Clc1ccc(OCc2nnc(SCc3nnc(-c4ccccc4)o3)o2)c(Cl)c1
16 | -7 | Cc1ccc(C(=O)N/C(=C/c2cccnc2)C(=O)NCc2ccco2)cc1
1 | -2 | Cc1ccc(NC(=O)CCc2nnc3ccc(N4CCC5(CC4)OCCO5)nn23)cc1F
12 | -40 | O=C(Cc1cn(-c2ccccc2)nc1-c1ccccc1)N1CCCCC1
9 | -30 | Cc1cccc(CCNC(=O)CC2C(=O)NCCN2CC2CCCCC2)n1 (configuration not stated)
-5 | -24 | Cc1nn(CC(=O)Nc2c(F)c(F)cc(F)c2F)c(=O)c2cccn12
14 | -49 | CCOC(=O)c1c(C)n(C)c2ccc(OC)c(NC(=O)CN3CCN(Cc4ccccc4)CC3)c12
13 | -9 | NS(=O)(=O)c1ccc(NC(=S)N2CCC(O)CC2)cc1
23 | -32 | O=C(CN1C(=O)c2cccc3cccc1c23)Nc1cccnc1
9 | 5 | Cc1nnc(SCC(=O)N/N=C/c2cn(-c3ccccc3)nc2-c2ccc(F)cc2)n1-c1ccccc1
8 | -11 | O=C(/C=C/c1c(Cl)nc2ccccn12)N1CCCCC1
3 | -18 | COc1ccc2c(c1OC)C(=O)OC2Nc1ncccc1C (configuration not stated)

More entries
OX1R antag-1 | OX1R antag-2 | SMILES
14 | -16 | CC(OC(=O)c1ccccc1NCCO)C(=O)NCC(=O)Nc1ccc(F)c(F)c1F (configuration not stated)
20 | -12 | CCOc1ccc(CCNC(=O)CSc2n[nH]c(N)n2)cc1OCC
24 | -20 | CCOC(=O)c1sc2nc(CSc3ccccc3)[nH]c(=O)c2c1C
3 | 7 | Cc1nc2c(c3c1[nH]c1ccccc13)C(O)CC(C)(C)C2 (configuration not stated)
17 | 5 | NC1(C(=O)O)CC1
20 | -11 | [N-]=[N+]=NC1CC(CO)OC1n1ccc(=O)[nH]c1=O (configuration not stated)
16 | -21 | Cc1ccc(F)cc1NC(=O)c1cccc(N(C)C)c1
11 | -15 | CCc1ccc(NC(=O)N(CCN(C)C)C(C)c2cccnc2)cc1 (configuration not stated)
9 | -7 | CCCCSc1nnc(C)c(=O)[nH]1
5 | -7 | COc1ccc(NC(=O)CN(Cc2ccccc2)S(C)(=O)=O)c(OC)c1
12 | 6 | CN(CC(=O)NCc1ccccc1)CC(=O)Nc1ccc(Cl)c(C(F)(F)F)c1
19 | -16 | CCc1c(C(=O)N2CCCN(C)CC2)csc1C
3 | -19 | CC(C)n1c(CCC(=O)O)ccc1-c1ccccc1
6 | -14 | O=C(NNc1nc2ccccc2s1)C1CC1
16 | -13 | O=C(O)c1ccc(Sc2nnc(-c3cccc(Br)c3)o2)c([N+](=O)[O-])c1
25 | 2 | Cc1cc(Oc2ccc(OCC(N)=O)nn2)nc(Cl)n1
23 | -18 | Cc1ccccc1CC(=O)N1CCN(C(=O)C2CCCO2)CC1 (configuration not stated)
24 | 0 | COc1ccc(Cl)cc1NC(=O)CN(C)C(=O)CCNC(=O)c1ccccc1OC
24 | -21 | Cc1nc2nc(-c3ccccc3)cn2nc1C
11 | -17 | Cc1ccc(-n2nc3c(=O)n(C(C)C(=O)NCc4ccco4)nc(C)c3c2C)cc1 (configuration not stated)

Random excerpt: 2 records from the list, in no set order.
OX1R antag-1 | OX1R antag-2 | SMILES
8 | -3 | NC(=O)c1cnn(Cc2ccc(Cl)cc2)c1N
24 | 0 | COc1ccc(Cl)cc1NC(=O)CN(C)C(=O)CCNC(=O)c1ccccc1OC

The list continues:
OX1R antag-1 | OX1R antag-2 | SMILES
30 | -21 | O=Cc1cn[nH]c1-c1cccc([N+](=O)[O-])c1
4 | 8 | CC(C)N=C1SCC(C)(/C=N/O)S1 (configuration not stated)
31 | -1 | COCCNC(=O)c1cccc2c1C(=O)c1ccc(N3CCOCC3)cc1S2(=O)=O
16 | -13 | CC(=O)c1ccccc1NC(=O)c1ccc2c(c1)NC(=O)C(C)S2 (configuration not stated)
1 | -14 | CC1(C)CC(=O)c2sc(NS(C)(=O)=O)nc2C1
8 | 4 | CC(Oc1ccc2c3c(c(=O)oc2c1)CCC3)C(=O)N[C@@H](Cc1ccccc1)C(=O)O (some centres not stated)
0 | -6 | O=C(Nc1ccccc1Cl)N1C2CCC1CC(O)(c1cccnc1)C2 (configuration not stated)
14 | -22 | COC(=O)c1ccccc1NC(=O)CCC(=O)N1CCSc2ccccc21
10 | -2 | Cc1ccc(O)c(NC(=S)NC(=O)c2ccccc2Cl)c1
3 | -25 | CCCOc1ccc(C(F)(F)F)cc1NC(=O)c1cc(C)on1
15 | 0 | COc1ccc(/C(N)=N/OC(=O)Cc2cccs2)cc1
12 | -19 | COc1ccc(CCNC(=O)C2CCCN(S(=O)(=O)c3ccc(OC)cc3)C2)cc1 (configuration not stated)
4 | -27 | C[C@@H](CN1C2=NC[C@H](Cc3ccccc3)N2C[C@H]1Cc1ccc(O)cc1)NC(=O)CCC1CCCCC1
23 | 0 | Cc1ccc(-c2nc(S(=O)(=O)c3ccc(C)cc3)c(N3CCOCC3)o2)cc1
5 | -6 | COc1ccc(OC)c(NC(=O)CSc2nc(N3CCOCC3)nc(N3CCOCC3)n2)c1
21 | -6 | O=C(c1ccc2c(c1)OCO2)C1CCCN(Cc2ccccc2OC(F)F)C1 (configuration not stated)
23 | -21 | CCC(C)(C)NC(=O)C(c1ccc(OC)cc1)N(Cc1ccccc1)C(=O)CCC(=O)Nc1cc(C)on1 (configuration not stated)
13 | -19 | COc1ccc(CC(=O)NNC(=O)CCC(=O)Nc2cc(C)ccc2C)cc1
3 | 3 | COC(=O)[C@H](C)NC(=O)COc1ccccc1
12 | -13 | O=C(NNc1ccccc1)C(=O)NNS(=O)(=O)c1ccc(CCCl)cc1
33 | -5 | COc1ccc(CN2C[C@H](Cc3ccccc3)[C@@H](CC(=O)Nc3ccccc3)C2=O)cc1
9 | -12 | COc1ccc(NC(=O)CCCN2C(=O)C(c3ccccc3)Oc3cccnc32)c(OC)c1 (configuration not stated)
4 | -16 | Cn1nc(C(=O)OCC(=O)Nc2ccc(Cl)cc2Cl)c2ccccc2c1=O
0 | -10 | O=C(C1=COCCO1)N1CCN(S(=O)(=O)c2cccc(Br)c2)CC1
5 | -11 | O=C(NCc1cccs1)C1CC(=O)N(Cc2ccccc2)C1 (configuration not stated)
26 | -22 | CC(=O)OCc1c(C(F)(F)F)nn(C)c1SCc1ccc(Cl)cc1
14 | -8 | O=Cc1c(N2CCCCCC2)nc2ccccn2c1=O
11 | -3 | C/C(=C/c1ccccc1)C(=O)N1CCN(c2ccc(F)cc2)CC1
8 | -24 | Cc1cc(C)n2c(SCCN3C(=O)c4ccccc4C3=O)nnc2n1
15 | -13 | OCCC1CN(C/C=C/c2ccco2)CCN1Cc1ccccc1 (configuration not stated)

A second format for some results above.
COc1ccc2c(c1OC)C(=O)OC2Nc1ncccc1C (configuration not stated)
  OX1R antag-1 = 3	OX1R antag-2 = -18
O=C(C1=COCCO1)N1CCN(S(=O)(=O)c2cccc(Br)c2)CC1
  OX1R antag-1 = 0	OX1R antag-2 = -10

(listing goes on)
OX1R antag-1 | OX1R antag-2 | SMILES
16 | -2 | Nc1ccccc1C#Cc1ccc2[nH]ccc2c1
7 | 2 | O=S(=O)(Nc1nccs1)c1ccc(Nc2nnc(-c3ccccc3)c3ccccc23)cc1
5 | -18 | O=C(NCc1nnc(SCC(=O)N2CCCCCC2)o1)c1ccc(F)cc1
36 | -32 | Cc1ccc(C(=O)NNC(=O)CSc2nnc(-c3ccccc3)n2Cc2ccccc2)cc1
17 | 0 | Cc1cccc(NC(=O)CSc2nc(N)c(NC(=O)c3ccccc3F)c(=O)[nH]2)c1
4 | -29 | O=C(CC(NC(=O)c1ccccc1Cl)c1ccccc1)NC1=NCCS1 (configuration not stated)
20 | -26 | Brc1ccc2c(c1)CNc1c(ncnc1N1CCOCC1)O2
3 | -77 | O=C(NC12CC3CC(CC(C3)C1)C2)c1ccc(-c2ccc(Br)cc2)o1
10 | -14 | Cc1nnc(C)c2c(C)n(-c3cccc4cccnc34)c(C)c12
5 | -21 | Cn1c(=NC(=O)CS(=O)(=O)c2ccc(F)cc2)sc2ccccc21
13 | -23 | CCC(Oc1ccccc1)C(=O)Nc1ccccn1 (configuration not stated)
39 | -65 | COC/C=C/C1=CC2=CC(=O)C(C)(OC(=O)c3cnc4ccccc4n3)C(=O)C2=CN1CC(C)C (configuration not stated)
24 | -10 | COc1cc([N+](=O)[O-])cc(/C=N/NC(=O)Cn2nccc2C)c1O
5 | -15 | O=C(c1cccs1)N1CCN(C(=O)C2CCCO2)CC1 (configuration not stated)
56* | -4 | N#Cc1c(-c2ccc(Cl)cc2)ccn2nc(CCC(=O)O)nc12

5 entries from above, with tabs:
molecule	OX1R antag-1	OX1R antag-2
CC(=O)OCc1c(C(F)(F)F)nn(C)c1SCc1ccc(Cl)cc1	26	-22
CN1C(=O)/C(=C/c2ccc(C(=O)Nc3ccc(O)cc3C(=O)O)cc2)SC1=S	12	-3
O=C(c1ccc2c(c1)OCO2)C1CCCN(Cc2ccccc2OC(F)F)C1 (configuration not stated)	21	-6
O=C(NNc1ccccc1)C(=O)NNS(=O)(=O)c1ccc(CCCl)cc1	12	-13
O=C(Cc1cn(-c2ccccc2)nc1-c1ccccc1)N1CCCCC1	12	-40
